# FBW7 activator: human FBW7 E3 ligase activation, primary screen. AlphaScreen FBW7–phospho-cyclin E peptide binding, activator screen. normalized activity (activation), % at 26.1 µM. 650,000 compounds, 0.13% hits; in the data active means normalized activity above about 1.9%;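 further: purified mutant Fbw7 with reduced substrate affinity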
# Target sequence (Q969H0 whole entry, looked up): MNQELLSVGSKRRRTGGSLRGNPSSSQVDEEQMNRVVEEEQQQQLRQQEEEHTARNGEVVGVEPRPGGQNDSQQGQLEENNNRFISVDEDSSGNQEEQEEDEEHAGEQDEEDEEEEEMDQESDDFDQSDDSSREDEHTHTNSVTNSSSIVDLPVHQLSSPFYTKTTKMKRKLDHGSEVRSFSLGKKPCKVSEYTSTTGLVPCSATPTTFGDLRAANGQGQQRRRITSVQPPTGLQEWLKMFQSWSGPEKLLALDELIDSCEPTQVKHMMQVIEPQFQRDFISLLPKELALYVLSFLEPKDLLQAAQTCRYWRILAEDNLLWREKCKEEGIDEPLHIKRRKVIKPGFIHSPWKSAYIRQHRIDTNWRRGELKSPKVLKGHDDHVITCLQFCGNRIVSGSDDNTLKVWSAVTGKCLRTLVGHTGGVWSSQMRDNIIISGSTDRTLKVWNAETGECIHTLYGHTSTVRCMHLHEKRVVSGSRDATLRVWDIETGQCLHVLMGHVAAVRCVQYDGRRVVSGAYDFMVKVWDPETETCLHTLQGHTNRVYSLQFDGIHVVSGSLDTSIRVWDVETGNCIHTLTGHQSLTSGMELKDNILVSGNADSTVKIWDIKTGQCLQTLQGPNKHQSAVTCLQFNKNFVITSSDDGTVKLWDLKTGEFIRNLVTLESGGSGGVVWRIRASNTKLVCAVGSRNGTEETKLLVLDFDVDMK
# TEAD-YAP inh: TEAD-YAP interaction inhibition; HEK-TIYL cells, TEAD-Gal4/YAP UAS-luciferase luminescence; inhibition, % at 9.12 µM; 640,000 compounds, 1.4% hits; in the data active means inhibition above about 32%;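 further: 0% = median of test compound wells and 100% = reference inhibitor wells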
# GPR151 ag: activates the human receptor GPR151; PathHunter beta-arrestin GPR151 cells, luminescence; activation, % at 11.2 µM; 650,000 compounds, 1% hits; in the data active means activation above about 4.9%;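 further: 0% = median of compound wells and 100% = cells with positive control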
# MITF inh: inhibitors of human MITF; AlphaScreen MITF homodimerization, bead proximity signal; inhibition, % at 2.6 µM; O75030; 650,000 compounds, 0.91% hits; in the data active means inhibition above about 50%;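 further: 0% = vehicle wells with protein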
# * marks the source's active call; other numbers are inactive results; & = joins results of further samples.
# Sample of the layout:
SMILES,FBW7 activator,TEAD-YAP inh,GPR151 ag,MITF inh
CC(C)(C)NC(=O)c1ccc(NS(=O)(=O)c2ccc([N+](=O)[O-])cc2)cc1,0.1,7,1.9,9
CCNC(=O)CC1S/C(=N\N=C(/C)c2ccccc2)NC1=O (configuration not stated),0.1,1,0.4,18
CC(=O)Oc1ccc(C2C(C(=O)OC3CCCCC3)=C(C)NC3=C2C(=O)CC(c2ccccc2)C3)cc1 (configuration not stated),0.5,1,-0.4,3
O=C(Nc1ccc(OCc2ccccc2)cc1)c1ccccc1F,0.1,-40,0.3,2
COc1ccc(CN(C)C2CCN(C)CC2)cc1OC,0.3,-8,0.6,44
CC(C)(C)NC(=O)Cn1c(SCC(=O)O)nc2ccccc21,0.2,0,-0.8,-3
CN(C)CCOc1cc(-c2ccnc(N)n2)ccc1NC(=O)[C@@H]1Cc2cc(F)ccc2CN1,0.0&-0.4,0&1,-1.8&0.9,14&-6
CC1(C)C(=O)N(CN2CCOCC2)C(=O)N1CN1CCOCC1,-0.5,-6,-0.8,-5
O=C(CNS(=O)(=O)c1ccc(Cl)cc1)Nc1ccc(Cl)cc1,1.0,3,-1.2,15
CC(NCc1nc2c([nH]1)c(=O)n(C)c(=O)n2C)c1ccccc1 (configuration not stated),-0.1,4,0.3,12
CN(C)c1cccc(Nc2cccc(C(=O)NCc3cccnc3)n2)c1,-0.1,-8,-0.9,0
O=C(Nc1ccccc1Br)c1cc2ccccc2oc1=O,0.0,-10,3.0,3
Cc1cc(NCCc2ccc(O)cc2)nc(Nc2ccc(N3CCOCC3)cc2)n1,-0.3,62*,2.4,26
Cc1c(O)ccc(C=NCc2ccco2)c1O,0.5,5,0.1,18
Cc1ccc(CN2C(=O)CSc3ccc(C(=O)NCc4cccnc4)cc32)cc1,0.0,-15,-0.1,-10
COc1cc(/C=N/NC(=O)C2(O)c3ccccc3-c3ccccc32)ccc1O,0.1,0,4.6,-4
CCSc1nnc(NC(=O)CSc2cn(CC)c3ccccc23)s1,0.8,11,-0.1,-15
O=C(Nc1ccc(Oc2ccccc2)cc1)C1C2C=CC3(O2)C1C(=O)N(Cc1ccc(F)cc1)C3C(=O)NC1CCCCC1 (configuration not stated),0.0,8,0.3,-8
Cc1ccc2c(c1)NCC(C(=O)O)O2 (configuration not stated),0.1,-3,-1.3,16
CCN(CC(=O)Nc1ccc(Cl)cc1)C(=O)CSc1n[nH]c(N)n1,0.8,-2,-2.9,-7
Cc1ccsc1CN(C)C(=O)c1cccc(OC2CCN(C(=O)C3CC3)CC2)c1,0.0,-1,0.7,17
O=C1CSC(c2ccc3c(c2)OCO3)N1c1ccc(Br)cc1 (configuration not stated),-0.2,1,0.2,1
Cc1ccccc1NC1SC(=O)N(Cc2ccc(C(=O)O)cc2)C1=O (configuration not stated),0.1,8,3.6,16

# The list itself, from the start:
SMILES,FBW7 activator,TEAD-YAP inh,GPR151 ag,MITF inh
CC(C)(C)NC(=O)c1ccc(NS(=O)(=O)c2ccc([N+](=O)[O-])cc2)cc1,0.1,7,1.9,9
CCNC(=O)CC1S/C(=N\N=C(/C)c2ccccc2)NC1=O (configuration not stated),0.1,1,0.4,18
CC(=O)Oc1ccc(C2C(C(=O)OC3CCCCC3)=C(C)NC3=C2C(=O)CC(c2ccccc2)C3)cc1 (configuration not stated),0.5,1,-0.4,3
O=C(Nc1ccc(OCc2ccccc2)cc1)c1ccccc1F,0.1,-40,0.3,2
COc1ccc(CN(C)C2CCN(C)CC2)cc1OC,0.3,-8,0.6,44
CC(C)(C)NC(=O)Cn1c(SCC(=O)O)nc2ccccc21,0.2,0,-0.8,-3
CN(C)CCOc1cc(-c2ccnc(N)n2)ccc1NC(=O)[C@@H]1Cc2cc(F)ccc2CN1,0.0&-0.4,0&1,-1.8&0.9,14&-6
CC1(C)C(=O)N(CN2CCOCC2)C(=O)N1CN1CCOCC1,-0.5,-6,-0.8,-5
O=C(CNS(=O)(=O)c1ccc(Cl)cc1)Nc1ccc(Cl)cc1,1.0,3,-1.2,15
CC(NCc1nc2c([nH]1)c(=O)n(C)c(=O)n2C)c1ccccc1 (configuration not stated),-0.1,4,0.3,12
CN(C)c1cccc(Nc2cccc(C(=O)NCc3cccnc3)n2)c1,-0.1,-8,-0.9,0
O=C(Nc1ccccc1Br)c1cc2ccccc2oc1=O,0.0,-10,3.0,3
Cc1cc(NCCc2ccc(O)cc2)nc(Nc2ccc(N3CCOCC3)cc2)n1,-0.3,62*,2.4,26
Cc1c(O)ccc(C=NCc2ccco2)c1O,0.5,5,0.1,18
Cc1ccc(CN2C(=O)CSc3ccc(C(=O)NCc4cccnc4)cc32)cc1,0.0,-15,-0.1,-10
COc1cc(/C=N/NC(=O)C2(O)c3ccccc3-c3ccccc32)ccc1O,0.1,0,4.6,-4
CCSc1nnc(NC(=O)CSc2cn(CC)c3ccccc23)s1,0.8,11,-0.1,-15
O=C(Nc1ccc(Oc2ccccc2)cc1)C1C2C=CC3(O2)C1C(=O)N(Cc1ccc(F)cc1)C3C(=O)NC1CCCCC1 (configuration not stated),0.0,8,0.3,-8
Cc1ccc2c(c1)NCC(C(=O)O)O2 (configuration not stated),0.1,-3,-1.3,16
CCN(CC(=O)Nc1ccc(Cl)cc1)C(=O)CSc1n[nH]c(N)n1,0.8,-2,-2.9,-7
Cc1ccsc1CN(C)C(=O)c1cccc(OC2CCN(C(=O)C3CC3)CC2)c1,0.0,-1,0.7,17
O=C1CSC(c2ccc3c(c2)OCO3)N1c1ccc(Br)cc1 (configuration not stated),-0.2,1,0.2,1
Cc1ccccc1NC1SC(=O)N(Cc2ccc(C(=O)O)cc2)C1=O (configuration not stated),0.1,8,3.6,16
COc1ccc(CN2CCN(C3CCN(C(C)=O)CC3)CC2CCO)cc1C (configuration not stated),0.3,-13,0.3,19
CC(C)c1ccc(-c2c(NCCN3CCN(Cc4ccccc4)CC3)c(=O)c2=O)cc1,0.1,4,1.1,3
N#CCSc1nc2cc(C(=O)N3CCCC3)ccc2c(=O)n1Cc1ccccc1,0.0,-5,-0.7,13
Cc1ccc(N(C(=O)c2c(F)cccc2F)C2C=CS(=O)(=O)C2)cc1C (configuration not stated),0.1,7,-1.1,3
Nc1ccc(S(=O)(=O)Nc2ccc(F)cc2)cc1,0.4,11,0.3,9
Cc1cc(C(F)F)n2nc(C(=O)Nc3ccc(Cl)cc3F)nc2n1,0.2,0,0.0,16
COc1ccc(O)c(C(=O)c2cnc3c(c2)c(=O)n(C)c(=O)n3C)c1,0.1,2,0.0,5
O=C(NNC(=O)c1ccc(Cl)cc1Cl)c1cccc(Cl)c1,-0.1,-13,0.5,-3
CCOC(=O)c1cc(C(N)=S)c(=O)[nH]c1O,0.0,1,2.7,-4
COc1ccc(C(=O)COC(=O)c2cc(-c3ccccc3)nc3c(C)cccc23)cc1,0.0,6,1.8,4
Cc1cn2c(nc3c2c(=O)n(C/C=C/c2ccccc2)c(=O)n3C)o1,-0.1,5,-1.0,-6
O=C1Nc2ccccc2/C1=c1\sc2nnc(-c3ccccc3)n2c1=O,0.1,-4,0.6,0
CC1CCC(C(=O)Oc2ccc(Br)cc2)CC1 (configuration not stated),-0.1,2,1.4,4
Nc1ccc(O)c(-c2nc3cc(Cl)ccc3o2)c1,0.0,-43,-1.7,4
Cc1cccn2c(=O)c3c(nc12)CCN(C(=O)Cc1cc(F)cc(F)c1)C3,-0.2,2,1.1,-4
CCC(CC)NC(=O)COc1ccc(OC)cc1,0.0,-2,0.5,4
Cc1cc([N+](=O)[O-])nn1Cc1ccccc1C#N,0.1,-3,0.2,16

# Gathered by group: those above containing an NH in an aromatic ring (3)
SMILES,FBW7 activator,TEAD-YAP inh,GPR151 ag,MITF inh
CC(NCc1nc2c([nH]1)c(=O)n(C)c(=O)n2C)c1ccccc1 (configuration not stated),-0.1,4,0.3,12
CCN(CC(=O)Nc1ccc(Cl)cc1)C(=O)CSc1n[nH]c(N)n1,0.8,-2,-2.9,-7
CCOC(=O)c1cc(C(N)=S)c(=O)[nH]c1O,0.0,1,2.7,-4

# More entries
SMILES,FBW7 activator,TEAD-YAP inh,GPR151 ag,MITF inh
O=C1CCCN1CCCNc1nc(N2CCN(c3ccccn3)CC2)nc2c1ncn2CCN1CCCC1=O,0.1,0,-0.9,8
CN(C)c1ccc(-c2ncnn2-c2ccc([N+](=O)[O-])cc2)cc1,0.7,9,-1.0,17
C/C(=N\O)c1c(OCc2ccccc2)ccc2c(C)cc(=O)oc12,0.1,-29,-0.8,1
C=CCc1cccc2cc(C(=O)N3CCN(C(c4ccccc4)c4ccccc4)CC3)c(=O)oc12,0.1,2,0.3,6
CCOc1cc(/C=N/NC(=O)Cc2n[nH]c(=O)[nH]c2=O)ccc1O,0.1,10,0.9,-3
CN(C)S(=O)(=O)c1cccc(C(=O)OCc2ccc(Br)cc2)c1,0.5,8,2.2,0
COc1ccc(N2CC(C(=O)Nc3ccccc3C(=O)NCc3ccco3)CC2=O)cc1 (configuration not stated),0.1,2,-0.1,-5
C#CCN1CCN(c2c(Cl)cccc2NC(=O)c2ccc([N+](=O)[O-])o2)CC1,0.7,1,-0.3,16
CSc1nc2ccccc2n1Cc1ccccc1F,0.0,-25,2.7,4
COc1ccc(CCC(=O)Nc2sc(C(=O)N(C)C)c(C)c2C#N)cc1,0.0,-4,0.3,-17
O=C(NC1CCC(NC(=O)C2CCCO2)CC1)C1CCCO1 (configuration not stated),0.0,1,-1.4,-10
COc1ccc(C(=O)n2nc(N)c3cc4ccc(C)cc4nc32)cc1,0.1,-37,-1.8,10
COCCNc1nc(-c2ccc(Cl)cc2)ccc1C(=O)NCCc1ccccn1,0.0,7,-0.2,-14
COC(=O)c1ccc(C2C3=C(CC(c4ccco4)CC3=O)Nc3ccccc3N2C(=O)C2CC2)cc1 (configuration not stated),-0.1,-3,1.2,5
CC(C)CC(NC(=O)c1ccc(Cl)cc1)C(=O)OCC(N)=O (configuration not stated),0.0,3,-3.3,6
COc1cccc(C(=O)CC(=O)C(F)(F)F)c1,0.0,-3,-1.3,7
CCN(CC(=O)Nc1ccc(N2CCOCC2)cc1)CC(=O)Nc1cc(C)on1,-0.1,-3,2.3,-4
Cc1noc(C)c1C(=O)N[C@@H](C)Cn1nnc2ccccc21,0.0,-14,-0.2,9
CCOC(=O)c1cnc2c(OC)cccc2c1Nc1ccc(Oc2ccccc2)cc1,-0.1,1,-0.4,-4
O=C(Nc1cccc(F)c1)N[C@H]1C[C@H]2C(=O)N[C@@H](Cc3ccccc3)C(=O)N2C1,-0.2,-6,2.4,1
Cc1onc(C(=O)Nc2ccc(Cl)cc2)c1[N+](=O)[O-],0.0,-11,-1.3,0
Cc1cc(=O)oc(C)c1C(=O)NCCC1=CCCCC1,-0.2,-7,0.1,-3
CCOC(=O)C1=C(C)N=c2s/c(=C\c3ccc(-c4ccc(C)c([N+](=O)[O-])c4)o3)c(=O)n2C1c1ccc(OC)cc1 (configuration not stated),0.0,2,2.0,-3
CC(C)c1ccc(NC(=O)C(N)=O)cc1,-0.1,-10,0.6,8
Cc1ccc(C(NC(=O)COc2ccccc2)c2cc(Cl)c3cccnc3c2O)cc1 (configuration not stated),-0.1,19,-0.3,12
COc1ccccc1CNS(=O)(=O)c1ccc2c(c1)CCN2C(=O)CCC(=O)O,0.1,2,0.4,3
Cc1ccc(C2=NN(CC(=O)NCc3cccs3)C(=O)CC2)cc1,0.2,3,-1.5,11
COc1ccc(Cc2nnc(SCC(=O)OC3CCCCC3)o2)cc1,0.0,2,-0.7,-16
Cc1cccc(C(=O)N2CCN3C(=O)[C@@H]4C[C@@H](O)CN4C(=O)[C@H]3C2)c1,0.1,-2,1.5,6
COC(=O)c1ccc2c3c(ccc(C(=O)OC)c13)C=C2,-0.3,7,0.2,-3
Cc1ccc(NC(=O)C(CC(C)C)NS(=O)(=O)c2ccc3c(c2)oc(=O)n3C)c(C)c1 (configuration not stated),0.0,9,-0.1,9
COc1cc(Cl)cc(N=Cc2ccc(N3CCOCC3)cc2)c1O,1.6,9,-0.3,16
NC1=NC(=O)/C(=C/c2ccccc2C(F)(F)F)S1,0.0,17,-0.4,12
CC(=O)N1CCN(c2nc(CN(C)C(C)c3cccs3)nc3ccccc23)CC1 (configuration not stated),0.1,9,0.2,13
CCOc1ccc(C(=O)Nc2ccc3oc(-c4ccc(Cl)cc4Cl)nc3c2)cc1Br,-0.1,-7,1.7,-2
COc1cccc(CC2=NOC(C(=O)N(Cc3c(C)nn(C)c3C)C3CC3)C2)c1 (configuration not stated),0.0,-16,2.0,1
CSc1ccc(C2C(C#N)=C(N)N(c3ccc(S(N)(=O)=O)cc3)C3=C2C(=O)CCC3)cc1 (configuration not stated),-0.2,-9,-0.3,-4

# Source: PubChem BioAssay
